Screening data deposited in PubChem by ICCB-Longwood Screening Facility, Harvard Medical School.
Polio RdRp inh – poliovirus RNA polymerase inhibition. poliovirus polymerase elongation, fluorescence polarization; stronger effect = lower value. 150,000 compounds, 0.66% hits. % elongation, % (compound at 16.7 µg/mL). P03300; in the data active means % elongation below about 90%; further: some results filed as inactive read as strong as hits
Target sequence (P03300 1749-2209 limits assumed): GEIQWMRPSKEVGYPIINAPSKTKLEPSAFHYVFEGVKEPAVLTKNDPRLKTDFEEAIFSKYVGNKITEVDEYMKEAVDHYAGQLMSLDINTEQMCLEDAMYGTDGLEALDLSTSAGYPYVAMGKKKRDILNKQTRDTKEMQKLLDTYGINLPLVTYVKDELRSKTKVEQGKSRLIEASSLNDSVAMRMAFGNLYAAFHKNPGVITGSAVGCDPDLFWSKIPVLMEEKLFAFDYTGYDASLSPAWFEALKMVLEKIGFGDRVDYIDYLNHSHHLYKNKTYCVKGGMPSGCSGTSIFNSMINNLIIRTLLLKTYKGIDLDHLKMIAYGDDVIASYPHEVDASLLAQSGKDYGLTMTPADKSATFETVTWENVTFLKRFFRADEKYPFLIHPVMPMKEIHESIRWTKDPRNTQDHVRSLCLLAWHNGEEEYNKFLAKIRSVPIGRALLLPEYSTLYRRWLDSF
Polio RdRp inh FP z-score – also measured in Polio RdRp inh; calls as there; z-score; measured here: FP z-score; hits read low
Starred values were filed as active, the others as inactive; & = joins results of further samples. Only part of the results is shown (hit frequency here may not be typical).

SMILES	Polio RdRp inh	Polio RdRp inh FP z-score
CN1CCN(NS(=O)(=O)c2ccc3ccccc3c2)CC1	100.0	-0.9
O=C(NCC1CCCCN1)c1cc(OCC(F)(F)F)ccc1OCC(F)(F)F (stereo unspecified)	101.0&100.0&98.0	0&-0.1&-0.2
CCc1c(C(=O)OC)nnc2cc(C)nn12	103.0	-0.2
COc1ccc(CNc2nc(-c3ccccc3)nn2S(=O)(=O)c2ccccc2)cc1	101.0	-0.6
Cc1nc(N)sc1N=Nc1ccc(S(=O)(=O)N2CCOCC2)cc1	103.0	0.4
O=C(O)c1ccc(NNC(=S)NCCN2CCOCC2)cc1	106.0	-0.1
Cc1nc(-n2cc(F)c(=O)[nH]c2=O)c2nc(C)oc2n1	102.0	-0.1
Cc1ccc(C(=O)Oc2ccc(C3SCCS3)cc2)cc1	94.0	-0.8
CC1(C)CC(=O)C(C=NC2CCCCC2)=C(O)C1	102.0	0.1
O=C(c1ccccc1)c1cnc2cc3c(cc2c1N1CCN(c2ccccc2)CC1)OCCO3	103.0	0.4
CCCCCN1C(C(=O)c2ccccc2)=C(NC(C)=O)c2ccccc2S1(=O)=O	103.0	-0.1
CC(C)(C)C1CCC2(CC1)C(C#N)C2(C#N)C(=O)c1ccccc1 (stereo unspecified)	108.0	0.6
CCOc1ccc(N(CC(=O)NN=C2CCCCC2)S(C)(=O)=O)cc1	105.0	0.6
CC(C)N1CCN(Cc2ccc(F)cc2)CC1	106.0	0.3
O=C(Cn1nc(-c2ccc(Cl)cc2)ccc1=O)NC1CCCC1	100.0	-0.2
CCc1ccc(NC(=O)Cn2c(=O)nc(-c3ccccc3F)c3cc(Cl)ccc32)cc1	111.0	1
O=C1C2C(C(=O)N1C13CC4CC(CC(C4)C1)C3)C1C=CC2C12CC2 (stereo unspecified)	101.0	0
CCC(C)NC(=O)NCc1c(C)nn(C)c1C (stereo unspecified)	102.0	0.5
CC(C)c1ccc(N(CC(=O)O)S(=O)(=O)c2ccc3[nH]c(=O)c(=O)[nH]c3c2)cc1	96.0	-1.2
CCn1c(=O)sc2cc(NS(=O)(=O)c3ccc(F)c(C)c3)ccc21	114.0	0.6

The list continues.
SMILES	Polio RdRp inh	Polio RdRp inh FP z-score
CC(C)CC(=O)Nc1ccc(C(=O)Cn2nnc(-c3ccccc3)n2)cc1	106.0	0.5
CC1CC/C(=C/c2ccc(Cl)cc2)C(=O)C1 (stereo unspecified)	103.0	0.8
Cc1ccc(-n2ncc3c(NC(C)c4ccccc4)ncnc32)cc1 (stereo unspecified)	106.0	-0.2
CNC(=O)Cn1nc(C)c(S(=O)(=O)N(C)C)c1C	104.0	0.4
CCOC(=O)c1c(NC(=O)COc2ccc(Cl)cc2Cl)sc2c1CCCCC2	106.0	0.6
COc1ccc(-n2cc(C(=O)NC(C)Cn3c(=O)oc4ccccc43)nn2)cc1 (stereo unspecified)	102.0	0.3
CCn1c(CC(=O)Nc2ccccc2)nnc1SC(C)C(=O)Nc1ccc2c(c1)OCO2 (stereo unspecified)	102.0	0.1
COc1ccc(-c2noc(-c3nnn(-c4cc(C)ccc4C)c3N)n2)cc1	112.0	-0.3
CC(C)NC(=O)C1CCC(Cn2c(=O)c3sccc3n(CC(=O)Nc3ccccc3)c2=O)CC1 (stereo unspecified)	111.0	1
Cc1ccc(Nc2nc(C)cc(C)n2)c(C(=O)O)c1	98.0&99.0	-1.2&-0.3
O=C(Cn1c(=O)c2cccn2c2ccccc21)NCc1ccccc1F	122.0	2.6
CCN1CCSc2ccc(C(=O)N3CCC(C)CC3)cc21	102.0	0.8
COc1ccc(Cl)cc1NC(=O)c1cnn(-c2ccc(F)cc2)c1C1CCNCC1	104.0	0.8
CS(=O)(=O)N1CCc2cc(C(=O)NCc3ccccc3)ccc21	107.0	0.3
C/C(=N/OC(=O)c1ccccc1)c1oc(C)nc1C	101.0	-0.4
CCCC(=O)Nc1nnc(S(=O)(=O)N(C)c2ccccc2)s1	110.0	0.5
CCC(C(=O)c1ccccc1)n1nc(-c2cccs2)ccc1=O (stereo unspecified)	101.0	-0.1
Cc1ccc(SCc2[nH]n(-c3nc4ccccc4s3)c(=O)c2C=NCc2ccco2)cc1	102.0	0.1
c1nc(NCCCN2CCOCC2)c2c3c(sc2n1)CCCC3	107.0	0.5
CC(C)=C1SC(=O)NC1=O	98.0	-0.4

New compounds follow:
SMILES	Polio RdRp inh	Polio RdRp inh FP z-score
CCOc1cc(C(=O)Nc2ccc3oc(-c4ccc(F)cc4Cl)nc3c2)cc(OCC)c1OCC	100.0	-0.4
OCCN=Cc1[nH]c2ccccc2c1O	72.0	-3.5
O=C(O)P(=O)(O)O	98.0	-0.4
O=C(/C=C/c1ccccc1)Oc1ccccc1	104.0	0.5
Cc1nn2c(C(F)(F)F)cc(-c3ccc(OC(C)C)cc3)nc2c1C#N	107.0	0.5
Cc1ccc(-n2c(C)nnc2SCc2nc(-c3ccc(Cl)cc3)no2)cc1C	102.0	0
N#Cc1cccc(C(=O)NC2CCCC2)c1	103.0	0.1
CCOc1ccccc1C1Nc2ccccc2-c2nnc(SCc3ccccc3)nc2O1 (stereo unspecified)	105.0	0
CC(C)c1ccc(OCC(O)CN2CCN(c3ccc(F)cc3)CC2)cc1 (stereo unspecified)	97.0	-1
COc1ccc(NC(=O)Cn2cc(C(=O)C3CC3)c3ccccc32)cc1	103.0	-0.1
COc1ccccc1N1CCN(S(=O)(=O)c2c(C)nc3sc(C)c(C)n3c2=O)CC1	112.0	0.8
Cc1cccc(-c2nnc(SCC(=O)C34CC5CC(CC(C5)C3)C4)n2Cc2ccco2)c1	107.0	0.7
Cc1ccsc1/C=N/NC(=O)CSc1nnc(-c2ccccc2)n1-c1ccccc1	102.0	0.2
O=c1cc(Cn2ncc(Cl)c(Cl)c2=O)[nH]c(=O)[nH]1	93.0	-1
O=C(CC1N=C2c3ccccc3N=C(SCc3ccccc3Cl)N2C1=O)NC1CCCCC1 (stereo unspecified)	108.0	0.3
COc1ccc(Oc2coc3cc(OC(=O)N4CCOCC4)ccc3c2=O)cc1	102.0	0.3
Cc1cccc(CC(=O)NCCc2sc3nc(-c4ccc(F)cc4)nn3c2C)c1	107.0	0.1
Cc1cc(=O)n2ncnc2n1CC(=O)NN	111.0	1.1
Cc1ccsc1CN(C(=O)c1oc2ccccc2c1C)C1CCS(=O)(=O)C1 (stereo unspecified)	117.0	0.1
O=C(O)/C=C/C(=O)N1CCN(c2ncnc3scc(-c4ccccc4)c23)CC1	101.0	-0.6

Further compounds follow:
SMILES	Polio RdRp inh	Polio RdRp inh FP z-score
CN1CCN(C(=O)NCC23CC4CC(C2)CC(CNC(=O)N2CCN(C)CC2)(C4)C3)CC1	103.0	0.1
CCOc1cc(C#N)c(-n2nnc3c(sc4nc(C)cc(C)c43)c2=O)cc1OCC	78.0*	-4.5*
COc1cccc(CNC(=O)c2cc(-c3ccc(Cl)cc3)n[nH]2)c1	106.0	-0.4
CC1(C)CC(NC(=S)NCc2ccco2)CC(C)(C)N1	98.0	-1.3
CCCCN(CC)CCCNC(=O)c1nn(-c2ccc(OC)cc2)c(=O)c2c1c1ccccc1n2C	106.0	-0.3
N#CCn1c(COC(=O)CNC(=O)c2cccs2)nc2ccccc2c1=O	106.0	0.4
CCc1nnc2c(Nc3cc(OC)c(Cl)cc3OC)nc3ccccc3n12	105.0	0.1
O=S(=O)(Nc1ccccc1-c1ccccc1)c1cccs1	104.0	0.6
C=C1C(=O)OCC(C)(C)N1C(=O)OCc1ccccc1	101.0	0.4
CCn1c(=N)c(C#N)cc2c(=O)n3ccccc3nc21	108.0	0.7
Cc1cc(O)ccc1-n1c(=O)c2cc3c(=O)n(-c4ccc(O)cc4C)c(=O)c3cc2c1=O	101.0	-0.2
O=C(NCc1ccccc1)NCc1noc2ccccc12	103.0	0
O=S(=O)(c1ccc(-c2cc(C(F)(F)F)ccn2)s1)N1CCCC1	106.0	0.4
COc1ccc(NC(=O)NCC(C)CSc2ccc(Cl)cc2)c(OC)c1 (stereo unspecified)	100.0	-1.2
N#CC1=C(N)N2CCSC2=NC1(C(F)(F)F)C(F)(F)F	104.0	0.5
CCCCCC(=O)N1CCN(CCn2c(CC)c3c(=O)n(-c4nc5ccccc5s4)[nH]c3cc2=O)CC1	99.0	-0.2
CCOc1ccc(-c2cc(NC(=O)c3c(F)cccc3F)c(C(=O)OC)s2)cc1	109.0	0.5
CCn1c(CCNC(=O)c2cccs2)nnc1SCc1ccc(Cl)c(Cl)c1	103.0	1.1
Cc1ccc(C2=NN(CCC(=O)NCCc3cccc(C)c3)C(=O)CC2)cc1	101.0	-0.7
CCOc1ccc(Nc2c3c(nc4nncn24)CCC3)cc1	115.0	1.6

Rewritten with values under each structure: part of the list above.
Screens in order: Polio RdRp inh	Polio RdRp inh FP z-score
CCCCN(CC)CCCNC(=O)c1nn(-c2ccc(OC)cc2)c(=O)c2c1c1ccccc1n2C
  106.0	-0.3
N#CCn1c(COC(=O)CNC(=O)c2cccs2)nc2ccccc2c1=O
  106.0	0.4
CCc1nnc2c(Nc3cc(OC)c(Cl)cc3OC)nc3ccccc3n12
  105.0	0.1

A different layout for some results above:
Below each SMILES – Polio RdRp inh	Polio RdRp inh FP z-score
- O=C(Cn1nc(-c2ccc(Cl)cc2)ccc1=O)NC1CCCC1
    100.0	-0.2
- CCc1ccc(NC(=O)Cn2c(=O)nc(-c3ccccc3F)c3cc(Cl)ccc32)cc1
    111.0	1

(continued)
SMILES	Polio RdRp inh	Polio RdRp inh FP z-score
CCOC(=O)c1cccc(NC(c2nnc(-c3ccccc3)o2)c2ccccc2F)c1 (stereo unspecified)	106.0	0
CCC(=O)N1CCc2cc(CNS(=O)(=O)c3cc(OC)ccc3OC)ccc21	114.0	1.6
Cc1cccc(N2C(=O)CS(=O)(=O)C23C(=O)N(Cc2c(F)cccc2Cl)c2ccccc23)c1 (stereo unspecified)	101.0	-1
O=C(c1cccc(S(=O)(=O)NC2CCCCCC2)c1)N1CCCc2ccccc21	102.0	0.2
O=C(O)CCC/C=C\CC1C2CCC(O2)C1CNNC(=O)Nc1ccccc1 (stereo unspecified)	101.0	0.1
Cc1oc2ccc(O)c(CN3CCCC(C)C3)c2c1C(=O)Nc1ccccc1 (stereo unspecified)	110.0	1
COc1ccccc1CNC(=O)CCCn1c(=O)c2ccccc2n(CC(=O)Nc2c(C)cc(C)cc2C)c1=O	101.0	-1.4
CC(C)n1c(C(F)(F)F)nc2cc(C(=O)Nc3ccc(Cl)cc3)ccc21	101.0	-0.5
COC(=O)N(C)c1ccc(C(O)(C(F)(F)F)C(F)(F)F)cc1	101.0	-0.2
CC(C)n1nnc2c(=O)oc3ccccc3c21	103.0	0.3
CC(C)(C)c1ccc(S(=O)(=O)c2cn(CC(=O)Nc3ccccc3)c3ccccc3c2=O)cc1	105.0	-0.5
CCC(C)NC(=O)c1ccc2nc(CCc3ccccc3)oc2c1 (stereo unspecified)	101.0	-1.3
O=C(NCCCN1CCCC1)c1cnn(-c2ccccc2)c1-n1cccc1	101.0	-0.9
O=c1cc(-c2ccccc2)c2ccc3c(c2o1)CN(Cc1cccc(Cl)c1)CO3	105.0	-0.4
CC(C)(C)S(=O)(=O)/C(C#N)=C/c1sccc1C1OCCO1	106.0	0.5
Cc1cccc(NCc2nc3ccccc3n2CCOc2ccccc2C)c1	107.0	0.5
Cc1ccc2nc(COc3ccccc3NC(=O)Nc3ccc(F)c(Cl)c3)cc(=O)n2c1	106.0	0.1
O=S(=O)(Nc1cc(F)ccc1F)c1ccc(-n2cccn2)cc1	102.0	-0.1
CC(C)c1ccc(S(=O)(=O)N2CCC(C(=O)Nc3nnc(-c4ccccc4)o3)CC2)cc1	106.0	0.4
O=C(Nc1cccnc1)c1ccc(COc2ccccc2Cl)o1	101.0	0

(further entries)
SMILES	Polio RdRp inh	Polio RdRp inh FP z-score
NS(=O)(=O)c1cc(C(=O)Nc2ccccc2N2CCOCC2)ccc1Cl	104.0	0.1
O=C(O)c1cc(N2C(=O)C3CC=CCC3C2=O)ccc1NCc1cccnc1 (stereo unspecified)	99.0	-0.7
Cc1cc(C)cc(NC(=O)CSc2nc(=O)n(Cc3ccccn3)c3c2CCC3)c1	104.0	-0.4
CCOC(=O)c1sc2nc(CN(C)Cc3nc4ccccc4c(=O)[nH]3)[nH]c(=O)c2c1C	106.0	0.5
CN1C(=O)N(C)C(=O)C(CC(=O)N2CCCc3ccccc32)(CC(=O)N2CCCc3ccccc32)C1=O	100.0	0
COc1cc2c(cc1OC)C(c1ccccc1)N(C(=O)COC(=O)C1CC1)CC2 (stereo unspecified)	103.0	0
O=c1[nH]nc(CSc2ccc(Cl)cc2)n1-c1ccccc1	103.0	0.6
Cc1ccc(CNC(=O)c2cnc(N3CCCCC3)c3ccccc23)cc1	103.0	-0.9
CC(=O)NC(CC(=O)N1CCN(c2ccccc2)CC1)c1ccccc1 (stereo unspecified)	104.0	0.3
NS(=O)(=O)c1ccc(Cl)c(C(=O)Nc2ccc(Cl)cc2)c1	101.0	-0.4
Cc1ccc(N2C(=O)/C(=C\c3ccc4c(c3)OCO4)N=C2SCC(=O)NCC2CCCO2)cc1 (stereo unspecified)	101.0	-0.2
CCC(=O)NC1CCN(C(=S)NC)CC1	101.0	-0.1
CC1=CSC2=NC(=O)/C(=C\c3cccn3-c3ccccc3)C(=N)N12	101.0	0.1
Cc1cccc(OCc2cc(=O)n3c(-c4ccccc4)csc3n2)c1C	114.0	1.5
CCOc1cc(C2c3c(oc4cc(C)cc(C)c4c3=O)C(=O)N2CCCO)ccc1O (stereo unspecified)	102.0	-0.1
CCN(CC(=O)NCc1ccc(F)cc1)c1ccc(S(=O)(=O)N(CC)CC)cn1	104.0	0.1
O=C1CSC(=O)N1Cc1ccccc1	102.0	0
C#CCn1c(O)c(N=NC(=O)c2ccccc2-n2cccc2)c2ccccc21	103.0	0.5
O=C(c1ccccc1)C1CCN(C(=O)Nc2ccccc2)CC1	104.0	0.7
